# Bioassay records from PubChem.
# L929 necroptosis – inhibitors of zVAD-triggered necroptosis, primary screen, L929 cells; L929 zVAD necroptosis rescue, ATP luminescence, 24 h; with zVAD 60 µM; viability rescue, % at 10 µM; hit rate 0.38% among 220,000; AID 1377, 2008;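 active = activation, scaled between plate controls, above about 75%, limit read from the data; inactive = activation under that limit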;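 note: 0% = zVAD with DMSO and 100% = DMSO alone without zVAD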
# thrombin 1536 – human alpha-thrombin inhibitors, primary screen, counter-screen for coagulation protease inhibitor project, biochemical, 1536-well, fluorogenic AMC substrate; Prothrombin (Homo sapiens), P00734; Boc-VPR-AMC fluorogenic substrate cleavage; inhibition, % at 5 µM; hit rate 0.26% among 220,000;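 active = inhibition at or above 40%; inactive = inhibition below 40%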;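 note: 0% = enzyme with no compound and 100% = wells without enzyme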
#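 System: human alpha-thrombin protein; Compound dosing: one concentration per compound, 5 µM, with 0.2% DMSO; Timing: reaction at room temperature; Technique: AMC fluorescence, 355/460 nm; Controls: enzyme without compound as high, wells lacking enzyme as low.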
# Rad51 HR inh – human RAD51 strand exchange inhibitors, primary screen, biochemical, fluorescence | AID 1385, 2008 | hit rate 0.085% among 200,000 | inhibition, % at 10 µM | hRad51 DNA strand exchange, fluorescence dequenching;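 active = inhibition above 40% at the single screening dose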;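 note: 0% = DMSO control wells and 100% = blanks with heterologous ssDNA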
# Target sequence (Q06609 whole entry, looked up): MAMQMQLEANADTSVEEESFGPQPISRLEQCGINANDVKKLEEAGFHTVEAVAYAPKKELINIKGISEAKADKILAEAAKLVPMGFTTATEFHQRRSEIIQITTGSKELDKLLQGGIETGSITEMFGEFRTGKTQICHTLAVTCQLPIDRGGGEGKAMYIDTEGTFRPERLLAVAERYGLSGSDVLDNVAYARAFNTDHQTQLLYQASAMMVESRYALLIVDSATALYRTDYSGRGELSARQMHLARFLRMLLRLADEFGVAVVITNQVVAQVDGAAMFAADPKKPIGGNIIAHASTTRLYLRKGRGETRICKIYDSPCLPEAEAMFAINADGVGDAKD
#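 Material: Human Rad51 nucleoprotein filaments preassembled on unlabelled ssDNA | Also added: Labelled 47-mer dsDNA for strand exchange | Dosing: Single dose, 10 µM final compound | Schedule: 30-min compound preincubation and 15-min exchange, both room temperature | Technique: Fluorescence dequenching at 485/520 nm | Measure: Percent inhibition relative to plate controls and blanks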
# Hck Nef HTS – inhibitors of Nef-activated human Hck kinase, primary screen, biochemical, Z-Lyte FRET, 384-well, Hck-YEEI | inhibition, % at 20 µM | hit rate 0.68% among 220,000 | Tyrosine-protein kinase HCK (Homo sapiens), P08631 | Recombinant Hck-YEEI plus Nef, Z-Lyte FRET kinase assay;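 active = Hck-Nef kinase inhibition above about 50%, limit read from the data; inactive = inhibition below that limit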;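 note: 0% = DMSO with Hck plus Nef and 100% = Hck alone without Nef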
# Target sequence (P08631 whole entry, looked up): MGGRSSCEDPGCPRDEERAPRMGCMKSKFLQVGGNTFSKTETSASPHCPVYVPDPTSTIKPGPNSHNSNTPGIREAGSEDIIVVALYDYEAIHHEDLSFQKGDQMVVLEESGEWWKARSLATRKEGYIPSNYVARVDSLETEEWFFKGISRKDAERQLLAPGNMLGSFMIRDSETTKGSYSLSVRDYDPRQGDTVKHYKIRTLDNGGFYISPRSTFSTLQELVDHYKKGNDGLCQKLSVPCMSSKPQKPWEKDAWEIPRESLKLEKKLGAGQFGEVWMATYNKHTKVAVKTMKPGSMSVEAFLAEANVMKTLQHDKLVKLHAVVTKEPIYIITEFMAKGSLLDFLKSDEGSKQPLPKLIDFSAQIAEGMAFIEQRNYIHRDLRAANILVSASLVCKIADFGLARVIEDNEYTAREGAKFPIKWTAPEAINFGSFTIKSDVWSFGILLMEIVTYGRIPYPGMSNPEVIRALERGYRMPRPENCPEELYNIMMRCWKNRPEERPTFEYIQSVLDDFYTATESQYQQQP
# KCC2 mod – KCC2 cotransporter modulators, thallium flux, primary screen, cell-based, HEK293 KCC2, FluoZin-2 fluorescence, MLSMR | Solute carrier family 12 member 5 (Homo sapiens), Q9H2X9 | KCC2 cells, thallium flux FluoZin-2 fluorescence | B-score of Tl+ flux slope (higher = more flux/activation; lower = inhibition) at 10 µM | hit rate 2.2% among 190,000 | AID 1456, 2008;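 active = thallium flux slope and its plate-corrected score both differing from the plate sample mean at a set confidence after two filtering rounds, in either direction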;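 note: slope of fluorescence scaled to starting intensity during 10 to 20 s after thallium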
# FXIa inh 1536 – human FXIa protease inhibitors, primary screen, biochemical, 1536-well | purified FXIa, Boc-Glu-Ala-Arg-AMC fluorogenic substrate | inhibition, % at 5 µM | hit rate 0.14% among 220,000;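 active = inhibition of at least 40%; inactive = inhibition below 40%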;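 note: fluorescence of freed AMC excited at 355 nm; 0% = enzyme without compound and 100% = no enzyme blank; many of its hits are not listed in these tables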
# hK5 inh – human KLK5 protease inhibitors, primary screen, biochemical, 1536-well; Kallikrein-5 (Homo sapiens), Q9Y337; recombinant hK5, fluorogenic AMC substrate cleavage; inhibition, % at 5 µM; hit rate 0.59% among 210,000; AID 873, 2007;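 active = inhibition of 40% or more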;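 note: 0% = enzyme controls without compound and 100% = no-enzyme blanks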
# Target sequence (Q9Y337 67-293 limits assumed): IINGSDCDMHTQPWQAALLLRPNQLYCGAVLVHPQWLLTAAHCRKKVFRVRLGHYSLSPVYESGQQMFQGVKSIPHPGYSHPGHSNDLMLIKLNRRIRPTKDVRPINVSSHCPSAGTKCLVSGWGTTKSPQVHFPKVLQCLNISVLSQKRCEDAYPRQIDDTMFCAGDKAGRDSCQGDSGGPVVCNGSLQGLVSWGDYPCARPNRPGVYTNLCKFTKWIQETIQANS
# TNF necrop inh – inhibitors of TNF-alpha triggered necroptosis, primary screen, cell-based, Jurkat FADD-/-, single concentration; Jurkat FADD-/- TNF necroptosis rescue, ATP luminescence, 24 h; 0 = TNF only, 100 = no-TNF cells; AID 463075, 2010; activation (protection from cell death), % at 10 µM; hit rate 0.068% among 220,000;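 active = activation, meaning protection from cell death, of at least 50% relative to plate controls; inactive = activation below 50%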;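 note: necroptosis triggered by 40 ng/mL TNF-alpha added together with compound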
# FXIIa inh – human FXIIa protease inhibitors, primary screen, biochemical, 1536-well; inhibition, % at 5 µM; hit rate 0.3% among 220,000; Coagulation factor XII (Homo sapiens), P00748; purified FXIIa, Boc-QGR-AMC fluorogenic substrate, 2 h; AID 800, 2007; in the data active = inhibition above about 40%;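 note: 0% = enzyme with no compound and 100% = blank without enzyme; many of its hits are not listed in these tables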
# Active calls of the source: *; nt = no result given. Not all compounds are listed. The share of hits here may be higher or lower than overall.
SMILES,L929 necroptosis,thrombin 1536,Rad51 HR inh,Hck Nef HTS,KCC2 mod,FXIa inh 1536,hK5 inh,TNF necrop inh,FXIIa inh
O=c1c2ccccc2[nH]c(=S)n1CCc1ccccc1,-0.7,1,5,10,29*,5,-11,1.4,7
O=C(O)c1ccccc1/C=N/NC(=S)NCc1ccccc1,0.5,5,8,-12,0.84,-1,4,-1.0,15
Cc1cc(NC(=O)NC2CC(=O)N(c3ccc4c(c3)OCCO4)C2)no1 (stereo not drawn),-0.1,-3,3,14,1.3,1,2,-1.1,8
CCCCOC(=O)Nc1ccc(S(=O)(=O)Nc2nc(C)cc(C)n2)cc1,-0.7,-8,-1,3,0.43,-8,0,-1.9,2
Cc1nc2cc(Nc3ccncc3)ccc2s1,4.2,-1,5,18,0.057,-4,-16,2.3,3
CCCN1C(=O)c2ccccc2NC1c1cc(OC)c(OC)c(OC)c1 (stereo not drawn),0.0,-4,nt,-6,0.37,-6,-14,-0.3,0
O=C(NCCSCc1ccccc1)c1ccc(F)cc1,0.6,-1,5,3,-1.9,19,-3,2.7,26
CC(C)C(C)(C#N)NC(=O)CSc1nncn1-c1ccccc1 (stereo not drawn),2.5,-1,1,22,-0.075,-4,-6,0.8,5
c1ccc(-c2cc(-c3nc(-c4ccccn4)no3)c3ccccc3n2)cc1,0.5,nt,-8,1,-0.53,nt,nt,-2.1,nt
COc1cccc2c1OCC(C(=O)OCc1cccnc1)=C2,0.7,1,16,-2,0.27,-4,-6,-0.2,4
Cc1ccccc1C(=O)NC(=S)NCc1cccnc1,0.9,-10,9,20,-0.046,-6,-5,0.5,4
Cc1ccc(-n2c(SCC(=O)Nc3cc(C)on3)nc3ccccc3c2=O)cc1,1.2,-13,-3,3,-0.5,16,-30,1.4,7
CCC(=O)N1CCCn2c1nc1ccccc12,0.0,4,-2,6,0.41,4,-9,-0.3,14
CC(C)(C)C(=O)Nc1nnc(-c2ccccc2)c(-c2ccccc2)n1,1.8,-2,3,10,-0.52,-1,-5,3.7,4
CC(=O)c1cc2c(cc1NC(=O)CN1CCN(c3cccc(C(F)(F)F)c3)CC1)OCO2,-0.6,5,-24,3,-0.21,7,-18,-0.9,6
CN(C)c1ccc(-c2nc3ccccc3c(=O)[nH]2)cc1,0.5,-7,2,23,-0.81,-1,0,3.4,2
Cc1ccc(S(=O)(=O)Nc2nc3ccccc3nc2NCc2ccco2)cc1,-0.2,-2,-5,2,nt,-1,-20,-10,14
COc1cc(C(=O)Oc2cccc(C=O)c2)cc(OC)c1OC,-0.1,-4,nt,1,-0.19,-10,-4,-1.8,0
Cc1ccc(C(=O)NC(=S)NCc2cccnc2)c(C)c1,-0.8,1,nt,-4,0.89,2,nt,-1.3,10
Cc1ccc2c(Cn3cc(C(F)(F)F)cc(Cl)c3=O)cc(=O)oc2c1,0.2,-4,7,6,1.1,2,-20,0.4,11
Cc1cc(Cl)ccc1OCC(=O)N/N=C/c1ccc(OC2OC(CO)C(O)C(O)C2O)cc1 (stereo not drawn),-0.2,-9,nt,11,-0.58,-2,-2,2.5,4
CSc1nc(N)c(C(=O)NC2CCCCC2)s1,1.1,4,-2,5,-1.2,4,-1,0.1,14
COc1cc(-c2nnc(SC/C=C/c3ccccc3)n2N)cc(OC)c1OC,1.5,5,-9,1,-6*,4,-5,-3.7,9
COC(C[C@H]1O[C@H]1[C@H](O)[C@H](C)OCc1ccccc1)OC,-1.0,-1,0,27,-0.96,1,3,0.2,6
COc1ccc(NC(=O)c2cc(F)c(F)cc2Cl)cc1Cl,0.0,-1,5,2,0.86,-4,-6,1.7,1
SMILES,L929 necroptosis,thrombin 1536,Rad51 HR inh,Hck Nef HTS,KCC2 mod,FXIa inh 1536,hK5 inh,TNF necrop inh,FXIIa inh
O=C(c1ccccc1)c1c2c(cc3sc4ccccc4[n+]13)-c1cccc3cccc-2c13,-0.5,12,11,1,-1.4,-2,21,-1.7,6
CN(C)/C=C/C(=O)c1ccc(F)cc1F,0.7,-2,1,7,0.9,8,5,0.7,6
CC(=O)c1ccc(NC(=O)c2ccn[nH]2)cc1,71,-2,-6,2,nt,-8,-11,1.5,11
COC(=O)c1ccc(N=NNc2ccccc2)cc1,1.0,-7,-8,5,1.1,1,-19,1.1,10
Cc1nn(Cc2ccccc2)c(Cl)c1/C=C/C(=O)OCC(=O)NC(C)C(C)C (stereo not drawn),3.4,-19,-1,20,-0.4,-11,-5,3.0,7
CCN1CCN(CC(=O)N2N=C(c3cccs3)CC2c2ccc(F)cc2)C(=O)C1=O (stereo not drawn),-0.7,0,nt,8,0.34,2,18,0.6,6
CCOc1ccc2c(c1)nc(NCCCO)n2Cc1ccccc1,-0.6,-3,5,31,-0.17,-1,-3,2.2,5
CCc1cccc(C)c1NC(=S)N(Cc1cccnc1)Cc1ccco1,-0.5,-5,nt,3,0.63,-8,-16,-0.9,-2
Cc1cc(OC(=O)c2ccccc2)c([N+](=O)[O-])c(=O)[nH]1,10,1,-1,21,-0.97,-1,1,-0.1,10
Cc1ccc(CN2CCN(Cc3c(C)nn(C(C)C)c3C)CC2CCO)o1 (stereo not drawn),0.2,-9,0,17,0.35,-2,2,0.4,1
O=C(Nc1ccc2oc(-c3cccnc3)nc2c1)c1ccc(Br)o1,-0.4,-5,3,-14,1.5,-4,-10,-2.3,8
CCOC(=O)c1c(C)[nH]c(C=Nc2ccc(OC)cc2)c1O,0.6,8,1,-5,-0.74,2,-7,-0.4,10
Cc1ccc(S(=O)(=O)N(CCC#N)CCN2CCCC2)cc1,0.9,-5,1,1,0.29,-5,17,-4.8,1
COC(=O)CSc1nnc(CNS(=O)(=O)c2ccc(Br)cc2)n1C,0.4,2,32,17,0.73,0,-7,-0.9,7
N#C/C(=C1\CCCN1)c1nc(-c2ccccc2)cs1,-0.1,1,-6,0,-1.4,0,-1,0.3,13
CC(C)C(=O)Nc1nc2c(ncn2C2CC(O)C(CO)O2)c(=O)[nH]1 (stereo not drawn),1.3,-3,-4,1,nt,7,-12,2.7,15
O=C1CN(C(=O)COC(=O)Cc2ccsc2)c2ccccc2N1,0.1,-2,-5,2,0.078,-3,-15,2.7,15
Cc1ccc(C)c(C(=O)COC(=O)CCCC(=O)Nc2cc(C(F)(F)F)ccc2Cl)c1,-0.4,-11,-4,4,0.8,2,-6,0.0,8
Cc1sc2nc(SCC(=O)Nc3ccc(S(=O)(=O)NCCCC(=O)O)cc3)[nH]c(=O)c2c1C,0.2,-5,-7,16,0.77,-1,nt,-0.4,5
COc1ccc(-c2csc(NC(=S)NC(=O)/C=C/c3ccccc3)n2)cc1Br,0.7,0,-1,30,nt,6,4,-0.3,11
N=c1c2c(-c3ccccc3)c(-c3ccccc3)oc2ncn1Cc1ccco1,0.3,-5,-5,16,nt,0,-11,3.0,0
O=C1CSC(c2ccc(F)cc2)N1c1nnc(C23CC4CC(CC(C4)C2)C3)s1 (stereo not drawn),-0.2,-18,2,1,-0.022,1,1,4.8,-6
COc1ccccc1-c1nn2c(=O)cc(C)nc2s1,-0.9,-5,nt,0,-0.73,-11,-12,-3.1,5
COc1ccc(-c2cc(C(F)F)n3ncc(C(=O)N4CCCCC4)c3n2)cc1,0.2,5,-8,4,0.0093,5,-21,-5.6,11
CC1(C)CC(O)C(C(O)c2cccc([N+](=O)[O-])c2)C(C)(C)N1 (stereo not drawn),2.1,-8,nt,2,-0.025,-2,-25,3.1,5
SMILES,L929 necroptosis,thrombin 1536,Rad51 HR inh,Hck Nef HTS,KCC2 mod,FXIa inh 1536,hK5 inh,TNF necrop inh,FXIIa inh
COc1ccccc1OC(=O)CCN1c2ccccc2Sc2ccccc21,0.5,-8,2,3,-0.0065,2,-14,0.5,5
S=C(NCCc1ccccc1)Nc1cccc2cnccc12,-1.1,-11,-10,21,0.62,-11,-7,-14,4
C#CCOCCOCCOCCNc1nc(N2CCN(C(=O)[C@H](CCC(=O)O)n3cc(C(N)CC(C)C)nn3)CC2)nc(N2CCN(C(=O)[C@H](Cc3cc4ccccc4[nH]3)n3cc(C(N)[C@H](C)CC)nn3)CC2)n1 (stereo partly drawn),-0.6,-4,nt,7,0.14,-1,-3,1.7,5
O=C(NC(=S)Nc1ccc(Cl)cn1)c1cccs1,-0.3,-3,2,0,21*,-1,-14,-3.2,1
O=C1CCCN1CC1CCN(Cc2nc(CC3CC3)no2)CC1,16,3,9,14,0.036,-4,-5,-0.7,11
COc1ccc(S(=O)(=O)N2CCC(=O)N2)cc1,0.5,-5,4,1,-0.024,-3,9,-1.7,16
CC(C)OC(=O)CC12CN(C)CC(CC(=O)OC(C)C)(CN(C)C1)C2=O,0.0,0,-10,0,1.1,3,-2,-0.9,14
COc1cc(OC)cc(OCC(O)Cn2cnc(-c3ccccc3)c2)c1 (stereo not drawn),0.7,-3,4,7,0.95,0,11,0.7,12
Cc1nc2cc(N)ccc2n1C1CCCCC1,2.8,-4,-2,12,1.4,-6,-31,1.2,4
CC(C)N(c1ccccc1)c1ncnc(NCCC(=O)O)c1[N+](=O)[O-],0.2,-2,3,0,nt,0,4,-2.0,11
O=c1[nH]c(/C(Cl)=C/c2c(F)cccc2Cl)nc2cc(Cl)ccc12,1.8,-13,0,5,2.7,-2,-23,1.2,2
O=C1NC(c2ccc3c(c2)OCO3)Oc2ccccc21 (stereo not drawn),0.2,-6,-1,3,-0.18,-5,2,-4.2,-7
CCCn1c(C)cc(-c2csc(N)n2)c1C,-1.2,0,-12,-20,0.63,-1,-2,-3.1,10
O=C(COC(=O)CSc1cccc2cccc(Cl)c12)Nc1ncc(C(F)(F)F)cc1Cl,0.7,-10,2,3,-1.1,7,-8,0.5,10
Cc1cccn2c(=O)c(/C=C(\C#N)C(=O)NCc3ccco3)c(N3CCC(C(N)=O)CC3)nc12,1.9,-4,-5,5,0.21,-3,-3,4.1,5
COC(=O)Cc1ccc(NC(=S)NCc2ccccc2Cl)cc1,-0.6,-6,2,0,-1.3,-1,-4,-0.6,9
O=c1c2cc(-c3ccccc3)sc2nc2n1N=C(c1ccccc1)CS2,-0.2,-6,-7,-8,-0.41,-10,26,-2.2,-1

# A section of the results above, for reference:
SMILES,L929 necroptosis,thrombin 1536,Rad51 HR inh,Hck Nef HTS,KCC2 mod,FXIa inh 1536,hK5 inh,TNF necrop inh,FXIIa inh
Cc1cccn2c(=O)c(/C=C(\C#N)C(=O)NCc3ccco3)c(N3CCC(C(N)=O)CC3)nc12,1.9,-4,-5,5,0.21,-3,-3,4.1,5
COC(=O)Cc1ccc(NC(=S)NCc2ccccc2Cl)cc1,-0.6,-6,2,0,-1.3,-1,-4,-0.6,9
O=c1c2cc(-c3ccccc3)sc2nc2n1N=C(c1ccccc1)CS2,-0.2,-6,-7,-8,-0.41,-10,26,-2.2,-1
